Screening data from PubChem BioAssay.
A-T KAP1 phos: potential ataxia-telangiectasia treatments restoring KAP-1 phosphorylation; Potency, µM (highest dose often 57.5 µM), for inactives: top-dose activation, most hits filed as activators; 320,000 tested, 0.19% active; […] A-T fibroblasts, KAP-1 phosphorylation AlphaLISA; neocarzinostatin DNA damage 30 min before lysis; note: potency is the fitted concentration of half-maximal effect; % of control where 0% means no effect; nearly all actives have a fitted effect of over 45% in size
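ATM-like activity read as KAP-1 phosphorylation via AlphaLISA donor/acceptor antibody pairs after lysis and 6 hr at 25C. Cells were ATM-null patient fibroblasts ([…], hTERT), dosed 60 min, then exposed to the DSB inducer NCS for 30 min.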
Eya2 inh: Eya2 (human) phosphatase inhibition; Potency, µM (series often up to 76.9 µM), for inactives: at the highest dose activity, negative = inhibition, most hits filed as inhibitors; recombinant Eya2, OMFP fluorescence dephosphorylation (OMFP is methylfluorescein phosphate); 330,000 tested, 0.006% active; O00167; note: potency is the fitted concentration of half-maximal effect; % is set by controls: 0 for no effect and ±100 for the full control effect
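Eya2 protein (added as 0.2 uM solution) was preincubated with compound for 10 min at ambient temperature in 50 mM HEPES pH 7.5, 50 mM NaCl, 5 uM MgCl2, 0.05% BSA, 1 mM DTT. OMFP (added at 50 uM) then reacted 10 min; fluorescence read at 485/525 nm.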
Tb PFK inh: T. brucei PFK enzyme inhibition. T. brucei PFK, ADP-Glo luminescence. AID 485367. O15648. Potency, µM (titrated, usually from 57.5 µM), without a hit: top-dose activity, negative = inhibition, usual class: inhibitors. 330,000 tested, 0.17% active;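 note: potency is the fitted concentration of half-maximal effect; 0% = uninhibited 1x PFK enzyme wells and -100% = no-enzyme wells; nearly all actives have a fitted effect of over 60% in size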
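1.25 nM PFK with 0.5 mM F6P and 0.1 mM ATP in 0.1 M TEA pH 8.0, 5 mM MgCl2, incubated 45 min at room temperature; ADP measured by ADP-Glo luminescence; compounds titrated up to 57 uM.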
TSHR antagonist: antagonists of human thyroid stimulating hormone receptor; activity change, negative = inhibition, % at 11.5 µM; AID 504810; 330,000 tested, 0.2% active; TSHR-expressing cells, TSH-stimulated cAMP HTRF, 2 h; active compounds read low;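 active = activity change below a set negative limit, meaning inhibition stronger than a set level, cut at about -70% in these data; inconclusive = activity change between two set negative limits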; note: % is set by controls: 0 for no effect and ±100 for the full control effect
Target sequence (P16473 whole entry, looked up): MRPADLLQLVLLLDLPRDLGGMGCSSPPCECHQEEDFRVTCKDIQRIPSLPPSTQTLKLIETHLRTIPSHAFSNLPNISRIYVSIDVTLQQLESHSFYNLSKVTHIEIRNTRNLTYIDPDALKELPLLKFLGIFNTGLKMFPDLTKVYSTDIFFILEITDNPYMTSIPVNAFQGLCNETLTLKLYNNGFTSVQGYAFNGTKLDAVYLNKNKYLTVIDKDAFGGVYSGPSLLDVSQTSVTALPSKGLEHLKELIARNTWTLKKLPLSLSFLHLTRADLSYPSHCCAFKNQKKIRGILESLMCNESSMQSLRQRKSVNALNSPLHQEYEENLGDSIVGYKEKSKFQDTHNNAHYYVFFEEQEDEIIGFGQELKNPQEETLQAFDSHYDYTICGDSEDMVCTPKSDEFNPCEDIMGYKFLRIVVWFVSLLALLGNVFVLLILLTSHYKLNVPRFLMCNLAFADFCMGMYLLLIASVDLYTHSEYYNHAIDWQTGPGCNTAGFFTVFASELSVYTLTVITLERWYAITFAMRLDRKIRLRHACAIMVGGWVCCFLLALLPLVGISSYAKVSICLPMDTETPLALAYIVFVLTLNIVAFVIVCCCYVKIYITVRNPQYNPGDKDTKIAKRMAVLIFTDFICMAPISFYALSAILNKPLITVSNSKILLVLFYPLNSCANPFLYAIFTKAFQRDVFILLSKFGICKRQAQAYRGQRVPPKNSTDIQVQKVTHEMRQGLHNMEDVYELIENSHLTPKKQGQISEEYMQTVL
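Competitive HTRF cAMP read-out (cryptate anti-cAMP antibody, cAMP-d2; 30 min, room temperature) in freshly harvested TSHR cells. Compounds added before TSH at EC80 (4nM final), followed by 2 hours' incubation at 37 deg C.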
ELG1 DNA repair: ELG1-dependent DNA repair inhibition; 330,000 tested, 2.3% active; Potency, µM (top dose mostly 46.1 µM), for inactives: at the highest dose activity change, negative = inhibition, actives largely listed as inhibitors; HEK293T ELG1-luciferase reporter, luminescence, 16 h; DNA damage induced by 5-fluorouridine; note: potency is the fitted concentration of half-maximal effect; % is set by controls: 0 for no effect and ±100 for the full control effect; nearly all actives have a fitted effect of over 55% in size
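Quantitative HTS, concentration-response format. 2,000 cells/well co-treated with 5-fluorouridine and compound, 16 hr in 5% CO2 at 37 °C; ONE-Glo luminescence read after 30 min.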
Integrin act MD: integrin-mediated muscular dystrophy alleviation activation. 350,000 tested, 0.064% active. AID 624291. alpha7betagal myoblasts, beta-gal FDG fluorescence, 48 h. Potency, µM (titrated, usually from 38.3 µM), for inactives: at the highest dose activation, usual class: activators;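 note: potency is the fitted concentration of half-maximal effect; 100% = response of the positive control SU9516; nearly all actives have a fitted effect of over 60% in size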
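Alpha7betagal+/- myoblasts (passage 13) were plated 16-24 hr, then exposed to compounds (1:260 dilution of DMSO stock) for 48 hours at 37C. After MPER lysis, β-galactosidase reporter activity was read as FDG fluorescence (ex 480/em 540) after 30 minutes.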
Mito fusion yeast: blocks mitochondrial division or promotes mitochondrial fusion; S. cerevisiae fusion-defective mutant growth rescue, CellTiterGlo 48 h; Potency, µM (series often up to 46.1 µM), inactives show at the highest dose growth rescue (activation), usual class: activators; 320,000 tested, 0.23% active;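 note: potency is the fitted concentration of half-maximal effect; % of control where 0% means no effect; nearly all actives have a fitted effect of over 45% in size; temperature-sensitive fusion mutants such as fzo1-1 at 37 °C on non-fermentable ethanol glycerol medium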
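Growth-rescue viability read-out: after 48 h at the non-permissive 37C in glycerol/ethanol YPEG, yeast mitochondrial fusion mutants are measured by CellTiterGlo luminescence; compounds (23 nl pinned per well) restoring growth score as division inhibitors or fusion activators.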
PTAP TSG101 blk: blocks PTAP/TSG101 interaction to inhibit HIV-1 budding | AID 493005 | Fluorescence polarization, FITC-PTAP peptide / Tsg101 binding | Q99816 | 340,000 tested, under 10 active | Potency, µM (highest dose often 115 µM), for inactives: top-dose activity change, negative = inhibition, usual class: inhibitors; active = well fitted inhibition curve with a large enough effect in the main read-out, with a control signal flat, not every such curve was filed as active; inconclusive = small, poorly fitted or top-dose-only effect, or effect the other way, or a change in a side signal; inactive = no such curve, though single readings can be large or run the other way; note: potency is the fitted concentration of half-maximal effect; % of control where 0% means no effect
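Fluorescence anisotropy tracks displacement of a FITC-tagged PTAP peptide (50 nM) from the Tsg101 binding domain (10 uM), following a 20 min room-temperature incubation at pH 7.5.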
S-ASM inh: inhibitors of human secretory acid sphingomyelinase | AID 504937 | P17405 | Potency, µM (doses to about 57.5 µM), inactives show at the highest dose activity change, negative = inhibition, hits mostly inhibitors | 340,000 tested, 0.006% active | placental ASM, HMU-PC fluorogenic substrate, 60 min; note: potency is the fitted concentration of half-maximal effect
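Fluorogenic HMU-PC substrate (9 uM final) is turned over by placental ASM in 60 min at 37 C after a 10 min compound preincubation. Reaction ended by alkaline stop (pH 10), with fluorescence read at 386/447 nm.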
Chronic BCR inh: inhibitors of chronic active B-cell receptor signaling. ABC-DLBCL IkBa-CBG/CBR reporter, luminescence ratio, 4 h. Potency, µM (highest dose often 46.1 µM), without a hit: at the highest dose ratio change, negative = lower green/red ratio, actives largely listed as inhibitors. 340,000 tested, 0.05% active; active = well fitted inhibition curve with a large enough effect in the signal ratio, with a control signal flat, not every such curve was filed as active; inconclusive = small, poorly fitted or top-dose-only effect, or effect the other way, or a change in a side signal; the % refers to the signal ratio;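 note: potency is the fitted concentration of half-maximal effect; plate controls were basal doxycycline-induced cells for no effect and cells given 10 µM MG132 for full effect; MG132 reads +100%, hits lower the ratio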
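Concentration-response series (up to 46 uM) were applied to TMD8 dual-reporter cells for 4 h at 37C with doxycycline. Green/red ratio, after filter-overlap correction, defined %Activity; red signal alone was normalised to basal cells and zero luminescence.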
TCR activator: activates T cell receptor signaling; primary human leukocytes, anti-CD3, IL-2 HTRF, 48 h; Potency, µM (doses to about 9.22 µM), for the others: at the highest dose activation of IL-2 secretion, most hits filed as activators; 330,000 tested, under 10 active; note: % of control where 0% means no effect
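Compounds are tested in HTS on primary human leukocytes co-incubated with a-CD3 beads for 48 hr. IL-2 output is measured by time-resolved FRET.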
Numbers without * were called inactive; ? = inconclusive; · = not tested or not shown; [ ] = another dose, or the depositor's remark. Unless noted, calls come from the whole dose curve; as a rule, active = well fitted curve in the direction sought with a large enough effect; inconclusive = small, poorly fitted or top-dose-only effect, or another doubt; inactive = no such curve, though single readings can be large; an effect the other way counts as inactive or inconclusive.

1: N#Cc1ccc(CN(c2ccncc2)S(=O)(=O)c2ccccc2)cc1
2: CC1CCCN(CCCNC(=O)c2ccc(CS(=O)(=O)Cc3cccc(Cl)c3)o2)C1 (configuration not stated)
3: O=C(CN1C(=O)NC2(CCCC2)C1=O)Nc1cc(Cl)ccc1N1CCCC1
4: COC(=O)Nc1cc(C(F)(F)F)ccc1N1CCN(c2ccccc2)CC1
5: CCN(CC)CCOC(=O)C1(c2ccc(OC)c(OC)c2)CCCC1
6: Cc1ccc(Nc2nc(C(=O)N3CCC(C(=O)NCc4ccccc4)CC3)cs2)cc1
7: C=C(C)CCOC(=O)C(CC(=O)O)NCc1ccco1 (configuration not stated)
8: O=C(NCCc1c[nH]c2ccccc12)N[C@@H](Cc1ccccc1)C(=O)O
9: COc1cccc(-n2nnc(S(=O)(=O)c3ccc(C)cc3)c2N)c1
10: Cc1cccn2c(CNC3CCCc4ccccc43)c(C(=O)N3CCOCC3)nc12 (configuration not stated)
Screen / compound no.	1	2	3	4	5	6	7	8	9	10
A-T KAP1 phos	6%	16%	6%	2%	-1%	0%	0%	3%	4%	-8%
Eya2 inh	5%	2%	15%	-1%	-2%	-17%	?	-6%	8%	6%
Tb PFK inh	-2%	-24%	-3%	0%	1%	0%	?	-2%	0%	1%
TSHR antagonist	14	-21	10	7	0	-8	-3	8	-7	3
ELG1 DNA repair	-8%	1%	-5%	2%	1%	-26%	0%	-6%	?	21%
Integrin act MD	3%	-17%	29%	-13%	19%	23%	?	11%	16%	0%
Mito fusion yeast	28%	-1%	0%	-4%	-2%	1%	2%	0%	-5%	-4%
PTAP TSG101 blk	-2%	-7%	-1%	-3%	-2%	0%	1%	-7%	-5%	-2%
S-ASM inh	-4%	-2%	4%	-6%	8%	0%	-1%	4%	5%	2%
Chronic BCR inh	4%	0%	-1%	7%	-17%	-21%	7%	?	-2%	?
TCR activator	2%	4%	-2%	·	4%	-1%	-3%	12%	-7%	-5%

11: CC(NC(=O)c1cc2c(=O)n3ccccc3nc2n(CC2CCCO2)c1=N)c1ccccc1 (configuration not stated)
12: COc1cc2c(cc1OC)C1(C)N(CC2)C(C(C)=O)=NN1c1ccc(Cl)cc1 (configuration not stated)
13: CC(=O)Nc1ccc(S(=O)(=O)N2CCN(S(=O)(=O)c3cccs3)CC2)cc1
14: CCCCOc1ccc(C(=O)NCC(=O)NCc2ccncc2)cc1
15: O=C(c1ccccc1)n1nc(-c2ccccc2)nc1NCc1ccco1
16: Cc1cc(C(=O)N/N=C/c2cc(Br)cc(Br)c2OC(=O)c2ccccc2)n[nH]1
17: Cc1ccc(S(=O)(=O)N2CCC(N3CCCCCC3)CC2)cc1
18: CN1CCN(c2ccc(CNS(=O)(=O)Cc3ccc(Cl)cc3)cc2)CC1
19: COC(=O)c1nn(-c2ccccc2)ccc1=O
20: Nc1cc([N+](=O)[O-])ccc1O
Screen / compound no.	11	12	13	14	15	16	17	18	19	20
A-T KAP1 phos	4%	27%	-2%	6%	2%	8%	0%	6%	0%	-11%
Eya2 inh	3%	-21%	14%	7%	-6%	0%	-3%	-8%	33%	-4%
Tb PFK inh	-1%	0%	-2%	8%	0%	4%	0%	5%	2%	-1%
TSHR antagonist	13	?	-2	11	15	-15	10	3	-29	49
ELG1 DNA repair	-4%	?	11%	5%	?	?	11%	-16%	4%	13%
Integrin act MD	-24%	-20%	20%	-4%	3%	·	1%	-9%	?	29%
Mito fusion yeast	-4%	-3%	2%	-3%	1%	-14%	5%	0%	-2%	-2%
PTAP TSG101 blk	-1%	1%	0%	-8%	0%	·	-5%	1%	1%	-2%
S-ASM inh	·	51%[activator]	1%	5%	-9%	·	0%	7%	17%	1%
Chronic BCR inh	1%	?	0%	2%	-6%	-3%	-4%	15%	9%	?
TCR activator	-2%	2%	3%	2%	3%	0%[46.1 µM]	2%[46.1 µM]	5%	10%	1%

21: CCOC(=O)c1ccc2c(c1)n(CCO)c(C)[n+]2CC
22: Cc1cccc(NC(=O)CCc2nnc3ccc(N4CCC(C)CC4)nn23)n1
23: COc1ccc(CCNC(=O)CSc2cccc3cccnc23)cc1OC
24: CCOC(=O)c1c(NC(=O)C(=O)N/N=C/c2ccccc2O)sc2c1CCCCC2
25: Cn1c(=O)c(-c2cc(=O)[nH][nH]2)c(O)c2ccccc21
26: Cc1cccn2cc(CCNC(=O)c3ccco3)nc12
27: Cc1ccc2c(c1)/C(=C/c1ccccc1C)C(=O)N2
28: Cc1ccc(NC(=O)COc2ccc(-c3nnco3)cc2)cc1S(=O)(=O)N1CCOCC1
29: Cc1ccc(NC(=O)CCNS(=O)(=O)c2ccc3[nH]c(=O)oc3c2)cc1F
30: N#C/C(=C\c1ccc2c(c1)OCO2)C(N)=S
Screen / compound no.	21	22	23	24	25	26	27	28	29	30
A-T KAP1 phos	10%	-1%	2%	-2%	0%	-9%	-9%	-1%	-7%	-2%
Eya2 inh	-3%	-1%	1%	-4%	4%	1%	-23%	6%	-2%	-7%
Tb PFK inh	-3%	1%	-4%	-1%	-4%	-4%	0%	-4%	1%	-1%
TSHR antagonist	5	4	15	12	-3	3	-16	-3	-5	1
ELG1 DNA repair	7%	-1%	-4%	?	0%	3%	?	18µM*	15%	-2%
Integrin act MD	11%	-25%	-17%	-16%	-34%	9%	-5%	0%	-23%	-21%
Mito fusion yeast	-1%	-4%	-4%	-3%	0%	-4%	-8%	1%	17%	9%
PTAP TSG101 blk	-5%	0%	-5%	0%	0%	-3%	-1%	1%	-2%	-8%
S-ASM inh	1%	-1%	5%	12%	6%	3%	-21%	-1%	4%	-1%
Chronic BCR inh	6%	4%	-7%	-12%	0%	-18%	?	-6%	4%	5%
TCR activator	1%	-2%	·	-4%[46.1 µM]	-2%	8%	3%	0%	2%	-5%

Full records as entered above. Order of values: A-T KAP1 phos, Eya2 inh, Tb PFK inh, TSHR antagonist, ELG1 DNA repair, Integrin act MD, Mito fusion yeast, PTAP TSG101 blk, S-ASM inh, Chronic BCR inh, TCR activator
Cn1c(=O)c(-c2cc(=O)[nH][nH]2)c(O)c2ccccc21 is entered as 0%, 4%, -4%, -3, 0%, -34%, 0%, 0%, 6%, 0%, -2%
N#C/C(=C\c1ccc2c(c1)OCO2)C(N)=S is entered as -2%, -7%, -1%, 1, -2%, -21%, 9%, -8%, -1%, 5%, -5%

(more compounds)
31: Cc1cc2c(c(=O)n1CCc1ccccc1)C(c1ccco1)C(C#N)=C(N)O2 (configuration not stated)
32: Cn1nnnc1SCC(=O)Nc1ccccc1[N+](=O)[O-]
33: O=C(O)CC(CCc1ccccc1)OC1OC(CO)C(O)C(O)C1O (configuration not stated)
34: CCOc1ccc(-n2c(=O)c3sccc3n(CC(=O)NCc3ccco3)c2=O)cc1
35: O=C(NNc1nc2c(F)cc(F)cc2s1)C1COc2ccccc2O1 (configuration not stated)
36: COc1ccc(NC(=O)C/C(C)=N/NC(=O)C(=O)NC2CCCCC2)c(OC)c1
37: CCc1c(C(=O)NNC(=S)NC2CCCCC2)csc1C
Screen / compound no.	31	32	33	34	35	36	37
A-T KAP1 phos	-2%	-7%	-24%	7%	-2%	-5%	5%
Eya2 inh	-20%	-12%	1%	14%	-9%	-10%	-7%
Tb PFK inh	5%	1%	?	1%	-5%	2%	1%
TSHR antagonist	13	24	3	-7	5	-5	4
ELG1 DNA repair	-4%	1%	4%	0%	4%	16%	1%
Integrin act MD	1%	3%	9%	-8%	-31%	0%	14%
Mito fusion yeast	0%	0%	-3%	4%	8%	-8%	0%
PTAP TSG101 blk	1%	-1%	-3%	-1%	-1%	1%	-3%
S-ASM inh	0%	0%	-11%	0%	14%	2%	2%
Chronic BCR inh	5%	2%	?	-7%	-1%	?	?
TCR activator	0%	-1%	4%	-1%	-6%	0%	3%
